High-throughput results: PubChem BioAssay, National Center for Advancing Translational Sciences (NCATS)
FLuc inh: Photinus pyralis luciferase inhibition; hit rate 2.5% among 76,000; AID 1347043; P08659; purified P. pyralis luciferase, luminescence, biochemical; Potency, µM (titrated, usually from 115 µM), for the others: at the highest dose activity change, negative = inhibition, hits mostly inhibitors; also: potency is read from the fitted curve at half-maximal effect; nearly all actives have a fitted effect of over 65% in size
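Purified P. pyralis luciferase (10nM final) in 50mM Tris acetate pH 7.5, 10mM Mg acetate, 0.01% Tween-20, 0.05% BSA with 10uM D-luciferin and 10uM ATP. Compounds titrated qHTS. Luminescence imaged on CCD.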
SNCA expr inhib: SNCA gene expression inhibition | HEK-293 SNCA-luciferase knock-in, luminescence, 24 h | Potency, µM (titrated, usually from 57.2 µM), for the others: at the highest dose activity change, negative = inhibition, actives largely listed as inhibitors | hit rate 0.17% among 140,000;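 also: potency is read from the fitted curve at half-maximal effect; plate controls were DMSO cells for no effect and cell-free wells for full effect; nearly all actives have a fitted effect of over 45% in size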
NIH3T3 tox: kills NIH 3T3 cells; hit rate 4.3% among 94,000; Potency, µM (titrated, usually from 96.7 µM), inactives show at the highest dose activity change, negative = cytotoxicity, actives largely listed as inhibitors; NIH 3T3 viability, CellTiter-Glo ATP luminescence, 48-72 h; AID 1345082; also: potency is read from the fitted curve at half-maximal effect; nearly all actives have a fitted effect of over 55% in size
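Cytotoxicity is measured as loss of cellular ATP: NIH 3T3 cells (400/well) are exposed to compound for 48 or 72 hr at 37 °C, then CellTiter-Glo luminescence is imaged after 10 min at room temperature.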
IP6K1 inhibitor: blocks human inositol hexakisphosphate kinase 1; activity change, % (series mostly up to about 58 µM); hit rate 0.81% among 140,000; IP6K1 kinase, ADP-Glo luminescence, 2 h; hits give low values; in the data active = activity change below about -25%
Target sequence (Q92551 whole entry, looked up): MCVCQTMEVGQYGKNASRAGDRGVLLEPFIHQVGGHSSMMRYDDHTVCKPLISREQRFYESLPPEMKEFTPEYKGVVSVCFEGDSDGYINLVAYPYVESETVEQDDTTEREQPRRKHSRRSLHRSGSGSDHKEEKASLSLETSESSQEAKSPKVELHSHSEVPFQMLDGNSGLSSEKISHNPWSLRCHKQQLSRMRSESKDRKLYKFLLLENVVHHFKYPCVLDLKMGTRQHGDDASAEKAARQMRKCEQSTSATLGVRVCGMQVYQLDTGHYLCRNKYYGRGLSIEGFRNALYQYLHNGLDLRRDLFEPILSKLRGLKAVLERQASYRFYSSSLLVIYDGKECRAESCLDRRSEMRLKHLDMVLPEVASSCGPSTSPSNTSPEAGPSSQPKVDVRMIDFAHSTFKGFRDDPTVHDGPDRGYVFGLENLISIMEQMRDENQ
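ADP-Glo luminescence measures ADP made by human IP6K1 during a 2 h RT reaction with ATP/IP6 (mix at 1.3 mM/130 uM); top library doses 57.5 and 19.1 uM final.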
GPT2 inh: inhibitors of human GPT2 alanine aminotransferase. hit rate 0.25% among 100,000. Q8TD30. Potency, µM (highest dose often 57.7 µM), for inactives: at the highest dose activity change, negative = inhibition, most hits filed as inhibitors. Recombinant GPT2, coupled pyruvate oxidase/HRP Amplex Red fluorescence. AID 1671188; also: potency is read from the fitted curve at half-maximal effect; nearly all actives have a fitted effect of over 60% in size; many of its hits are not listed in these tables
Target sequence (Q8TD30 whole entry, looked up): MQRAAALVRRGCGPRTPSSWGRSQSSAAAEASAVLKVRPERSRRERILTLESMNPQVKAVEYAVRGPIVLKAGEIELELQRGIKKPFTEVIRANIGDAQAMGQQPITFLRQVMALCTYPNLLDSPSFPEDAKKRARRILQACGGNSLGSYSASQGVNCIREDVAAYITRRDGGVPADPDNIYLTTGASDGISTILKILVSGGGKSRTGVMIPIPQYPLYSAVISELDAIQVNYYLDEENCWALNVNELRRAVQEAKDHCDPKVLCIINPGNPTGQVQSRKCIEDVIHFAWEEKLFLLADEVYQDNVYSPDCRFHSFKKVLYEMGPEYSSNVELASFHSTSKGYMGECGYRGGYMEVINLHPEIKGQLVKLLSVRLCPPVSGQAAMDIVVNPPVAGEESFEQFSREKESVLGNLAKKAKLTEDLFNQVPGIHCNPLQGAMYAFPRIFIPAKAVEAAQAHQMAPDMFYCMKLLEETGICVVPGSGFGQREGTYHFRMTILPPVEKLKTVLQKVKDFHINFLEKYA
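Recombinant GPT2 (10ng/uL) with 250uM a-KG and 2mM L-alanine, 30 min at room temperature, in HEPES pH 7.5 buffer. Pyruvate detected by pyruvate oxidase/HRP/Amplex Red fluorescence after 30 min in the dark; AOA (50uM) as positive control.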
SNCA viab count: counter-screen for SNCA expression inhibitors: cell viability | HEK-293-SNCA-luc viability, GF-AFC fluorescence, 24 h | Potency, µM (series often up to 57.1 µM), for the others: at the highest dose activity change, negative = cytotoxicity, most hits filed as cytotoxic | hit rate 0.12% among 150,000 | AID 1671193;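 also: potency is read from the fitted curve at half-maximal effect; 0% = DMSO-treated cells and -100% = medium-only wells without cells; nearly all actives have a fitted effect of over 30% in size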
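Cytotoxicity counterscreen: after 24 h compound treatment of genome-edited SNCA-luciferase HEK-293 cells, live-cell protease substrate GF-AFC read by fluorescence after 30 min; activity scaled between DMSO (0%) and medium-only (-100%), curves Hill-fitted.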
HEK293 tox: kills HEK 293 cells; HEK 293 viability, ATP luminescence (CellTiter-Glo), 48-72 h; Potency, µM (highest dose often 115 µM), without a hit: at the highest dose activity change, negative = cytotoxicity, hits mostly inhibitors; hit rate 6.6% among 94,000; AID 1345083; also: potency is read from the fitted curve at half-maximal effect; nearly all actives have a fitted effect of over 60% in size
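Read-out: CellTiter-Glo ATP luminescence. Cells: HEK 293, 250 cells/well. Exposure: 48 or 72 hr, 37 degree Celsius.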
* = called active by the depositor; i = inactive; ? = inconclusive; . = not tested or not shown; & = joins results of further samples; [ ] = another dose, or the depositor's remark. Unless noted, calls follow the shape of the dose curve; as a rule, active = well fitted curve in the direction sought with a large enough effect; inconclusive = small, poorly fitted or top-dose-only effect, or another doubt; inactive = no such curve, though single readings can be large; an effect the other way counts as inactive or inconclusive. Unless noted, % is scaled to controls: 0 for no effect and ±100 for the full control effect. An excerpt (hit frequency here may not be typical).

Every second line gives: FLuc inh, SNCA expr inhib, NIH3T3 tox, IP6K1 inhibitor, GPT2 inh, SNCA viab count, HEK293 tox
COc1cc(Cl)c(C)cc1NC(=O)c1cc(S(=O)(=O)N2CCCC2)ccc1F
  ., -6.0%, ., -22.0, ., 1.9%, .
O=C(N[C@@H]1CN(C(=O)c2cccc3[nH]ccc23)CC[C@@H]1CO)C1CC1
  -6.3%, ?, i, 10.6, -12.5%, -1.6%[12.5 µM], i
O=C1CC2(CCN(Cc3cccnc3)CC2)Oc2cc(Cl)ccc21
  25.1µM*, 100.7%[activator], ?, 6.6, i, -6.6%, ?
CCCN1CCCC12Cc1ccccc1CN(C(C)=O)C2 (stereo not drawn)
  ., -12.4%[87.6 µM], ?, -10.2, 0.8%[88.5 µM], -20.2%[87.6 µM], ?
COc1ccc(C2C=C(c3ccccc3)Nc3nc(NC(=O)/C=C/c4ccccc4Cl)nn32)cc1 (stereo not drawn)
  ., ?, ., 1.2, ., -3.7%, .
Cc1noc(C)c1[S+](=O)([O-])N1CCN(c2ccc3nnc(-c4ccccc4)n3n2)CC1
  ., ., -9.1%, 3.0, ., ., 0.9%
O=C(NCCc1ccccc1)c1cnc2sc(N3CCCC3)nn2c1=O
  ., 4.1%, ., -2.0, ., 15.5%, .
COc1ccc(CCn2c(=O)c3cccnc3n(CC(=O)Nc3cccc(C)c3)c2=O)cc1OC
  ., 6.4%, ., 38.1, ., -6.9%, .
CS(=O)(=O)N1CCCC(C(=O)Nc2ccc(F)cc2F)CCNC(=O)CC1 (stereo not drawn)
  5.6%, 7.8%, 1.5%, -10.5, i, -6.2%, i
CC(=O)N1CCN(c2cc(-c3noc([C@@H]4CCCN4Cc4ccccc4)n3)ccn2)CC1
  -6.3%[172 µM], ?, ?, -9.5, -14.1%[88.5 µM], ?, 70.8µM*
CC1=C[C@@H](CC#N)[C@H](C(C)C)C[C@H]1CC(=O)N(C)Cc1cccnc1
  -8.8%[172 µM], -0.1%[87.6 µM], -31.5%[138 µM], 2.6, -1.4%[88.5 µM], -6.7%[87.6 µM], ?
Cn1cc(CC(=O)N2CCCc3ncc(C(=O)NCc4cccc(F)c4)cc32)c2ccccc21
  -5.8%, -26.8%, ?, 24.2, ?, ?, ?
Cc1ccccc1Cn1c2ccccc2c2cnn(CC(=O)NC(C)CCc3ccccc3)c(=O)c21 (stereo not drawn)
  ., 19.1%, ., 5.6, ., 4.7%, .
CCn1c(=O)c2sccc2n2c(CCCC(=O)Nc3ccc(Oc4ccccc4)cc3)nnc12
  ., 19.6%, ., 52.8, ., 6.3%, .
O=C(C[C@H]1NC(=O)c2ccccc2NC1=O)Nc1nc(-c2cccs2)cs1
  -3.9%, 23.5%, ?, 23.2, -47.7%, 6.8%, ?

The list goes on.
Every second line gives: FLuc inh, SNCA expr inhib, NIH3T3 tox, IP6K1 inhibitor, GPT2 inh, SNCA viab count, HEK293 tox
O=C(NCC1CCCCC1)c1ccc2oc(-c3ccccn3)nc2c1
  ., 5.1%, 1.1%, -9.3, i, 6.9%, -2.6%
COC(=O)c1ccccc1NC(=O)CSc1nnc2cc(C)c3cc(C)cc(C)c3n12
  ., -12.1%, ., -6.8, ., 3.3%, .
COc1ncc(-c2nccc3c(=O)cc(N(C)c4ccccc4)oc23)cn1
  2.0%[172 µM], 5.8%[87.6 µM], 31.6µM*, -16.0, -2.9%[88.5 µM], 5.3%[87.6 µM], -26.1%[172 µM]
COc1ccc(-c2cc(C(=O)OC(C)C(=O)c3ccccc3)c3cccc(Cl)c3n2)cc1 (stereo not drawn)
  ., 31.8%[activator], ., -1.8, ., 6.0%, .
COCCN1CCC(N2CCN(C(=O)c3ccc(F)cc3F)CC2)C1=O (stereo not drawn)
  3.3%, -22.9%, 3.3%, 17.3, i, 1.7%, 2.4%
O=C(NCc1cccnc1)[C@@H]1C[C@@H](O)CN1C1CCN(C(=O)CCC2CCCC2)CC1
  0.0%, -3.9%, i, 6.4, i, 3.0%, -1.3%
COc1ccc(CCNC(=O)CCCCn2c(=O)c3ccccc3n(CC(=O)Nc3ccc(C)cc3C)c2=O)cc1OC
  ., -25.5%, ., -12.1, ., -10.6%, .
O=C(C1CCC1)N1CCCC1c1nc(C2CCOCC2)no1 (stereo not drawn)
  -5.5%, -1.4%, -8.0%, 5.5, 2.3%, -13.9%, -2.9%
CCOc1ccc(CNC(=O)Cn2cc3c(n2)-c2c(oc(C(=O)N4CCOCC4)c2C)CC3)cc1
  ., -7.5%, ., 2.6, ., 0.3%, .
COc1ccccc1-c1ccc(CN2CCN(c3ccc(Cl)nn3)C(=O)C2)cc1
  0.6%, ?, -13.8%, -4.8, i, 9.8%, -13.7%
COCCCNC(=O)CN1C(=O)COc2ccc(S(=O)(=O)N3CCCCCC3)cc21
  ., -3.5%, ., -6.3, ., -14.6%, .
Cn1c(=O)c2c(nc(NCCCCO)n2Cc2ccccc2Cl)n(C)c1=O
  ., 52.1%[activator], ., -10.1, ., 12.2%, .
Cc1ccc(S(=O)(=O)c2c(O)cc(C)c(NS(=O)(=O)c3ccc(Cl)cc3)c2C)cc1
  ., -11.8%, ., 8.5, ., -9.7%, .
CS(=O)(=O)NC[C@H]1Cn2ccnc2CO1
  -2.6%[230 µM], 14.3%[87.6 µM], 1.0%[230 µM], 3.6, 1.1%[88.5 µM], 1.6%[87.6 µM], 3.1%[230 µM]
O=C(c1ccc2c(c1)OCO2)N1CCC2(CC1)N=C(c1ccc(Cl)cc1)NO2
  -8.3%, 16.4%, -16.8%, 2.2, -7.8%, 22.5%, ?

(cont.)
Every second line gives: FLuc inh, SNCA expr inhib, NIH3T3 tox, IP6K1 inhibitor, GPT2 inh, SNCA viab count, HEK293 tox
CCOc1ccccc1NC(=O)CSc1nnc2[nH]c(=O)cc(-c3ccccc3)n12
  ., -12.6%, ., -15.6, ., 6.0%, .
CCOc1ccc(-n2c(SCc3nc(-c4ccccc4C)no3)nnc2-c2ccccc2)cc1
  ., -5.5%, ., -11.5, ., 9.2%, .
CC(=O)c1ccc(NC(=O)NCCc2c[nH]c3ccccc23)cc1
  ., 91.0%[activator], ., 45.9, ., -3.3%, .
O=C(Nc1cccc(Cl)c1)C1CCc2sc(C(=O)N3CCCC3)cc2C1 (stereo not drawn)
  -1.3%, -14.0%, 28.2µM*, 4.5, i, -1.5%, 39.8µM*
O=C(c1ccccc1F)N1CCN(c2cc(-c3ccccc3)[nH]n2)CC1
  -1.9%, -3.8%, ?, -0.6, i, 7.3%, ?
O=C(C1CC1)N1CCC(Oc2cnc3c(ccn3-c3cncnc3)c2)CC1
  -12.8%[172 µM], 17.8%[87.6 µM], ?, -6.5, 3.1%[88.5 µM], 4.0%[87.6 µM], ?
CC(=O)c1cccc(NC(=O)CCCN2C(=O)COc3ccc(C)cc32)c1
  ., 10.9%, ., -19.5, ., -4.7%, .
O=C(CC1=C2CCCCC2N(Cc2ccccc2)C1=O)NCc1ccncc1 (stereo not drawn)
  ., -3.9%, -19.8%, 4.9, 0.6%, 0.7%, ?
O=C(c1cccc(O)c1)N1CCNc2cnc(Nc3cccc(F)c3)nc2C1
  ?, 24.0%[87.6 µM], ?, -10.0, -10.4%[88.5 µM], -14.6%[87.6 µM], 100µM*
COc1cc(=O)n2c(c1C(=O)Nc1cccc(Cl)c1F)CCCC2
  -5.6%, 6.5%, -8.9%, 8.3, i, -4.8%, 2.4%
Cc1ccc(-c2nc(C(=O)N3CCN(Cc4ccc5c(c4)OCO5)CC3)no2)cc1
  ?, 45.4%[activator], ?, 1.7, i, -0.5%, ?
Cc1ccc(CNC(=O)C(=O)NCC(c2cccnc2)N2CCN(c3ccc(F)cc3)CC2)cc1 (stereo not drawn)
  ., -17.1%, ., 3.9, ., 4.6%, .
CN1c2cc(C(=O)NCc3cccc(Cl)c3)ccc2C(=O)N2CCCCC21 (stereo not drawn)
  -19.5%, 11.9%, ?, -0.1, i, 2.8%[12.5 µM], ?
CCCc1nnsc1C(=O)N[C@@H]1COCC[C@@H]1OCC1CC1
  -6.0%, -0.8%, -7.0%, 35.6, ?, -10.9%, -15.7%
O=C(CSc1nnc(-c2ccccc2)c(-c2ccccc2)n1)NC1CCCCC1
  ., 50.5%[activator], ., 4.3, ., -11.6%, .

Brought forward from above: 2 compounds, followed by the next part.
Every second line gives: FLuc inh, SNCA expr inhib, NIH3T3 tox, IP6K1 inhibitor, GPT2 inh, SNCA viab count, HEK293 tox
CCCc1nnsc1C(=O)N[C@@H]1COCC[C@@H]1OCC1CC1
  -6.0%, -0.8%, -7.0%, 35.6, ?, -10.9%, -15.7%
O=C(CSc1nnc(-c2ccccc2)c(-c2ccccc2)n1)NC1CCCCC1
  ., 50.5%[activator], ., 4.3, ., -11.6%, .
Cc1ccsc1CN1CCc2nc(N3CCN(C)CC3)[nH]c(=O)c2CC1
  0.0%, -15.5%, i, -1.8, i, 2.2%, -4.9%
Cc1ccc(NS(=O)(=O)c2ccc(NC(=O)N3CCCC3)cc2)cc1C
  ., 35.4%[activator], ., 46.1, ., 5.2%, .
Cc1cc(C)cc(C(=O)N2CCN(C3CCN(CCC(C)C)C3=O)CC2)c1 (stereo not drawn)
  6.5%, ?, 1.3%, -8.7, 3.4%, 4.4%, 2.3%
O=C(NC1C[C@H]2CC[C@@H](C1)N2C(=O)c1ccoc1)c1ccncc1 (stereo partly drawn)
  -2.4%, 4.9%, 4.2%, 21.8, 0.2%, 6.0%, i
COc1ccc(CO[C@H]2COCCN(c3nc4ccccc4o3)C2)cc1
  12.5%[172 µM], -3.8%[87.6 µM], -19.6%[174 µM], -1.8, 0.1%[88.5 µM], 2.2%[87.6 µM], ?
O=C(C1CCc2nnc(-c3ccc(Cl)cc3Cl)n21)N1CCOCC1 (stereo not drawn)
  ., ?, -29.4%&-9.7%, 9.6&-6.3, -27.5%&1.1%, 10.2%&3.4%, -14.3%&-12.1%

3 entries from above, as tab-separated lines:
SMILES	FLuc inh	SNCA expr inhib	NIH3T3 tox	IP6K1 inhibitor	GPT2 inh	SNCA viab count	HEK293 tox
Cc1cc(C)cc(C(=O)N2CCN(C3CCN(CCC(C)C)C3=O)CC2)c1 (stereo not drawn)	6.5%	?	1.3%	-8.7	3.4%	4.4%	2.3%
Cc1ccc(NS(=O)(=O)c2ccc(NC(=O)N3CCCC3)cc2)cc1C	.	35.4%[activator]	.	46.1	.	5.2%	.
O=C(C1CCc2nnc(-c3ccc(Cl)cc3Cl)n21)N1CCOCC1 (stereo not drawn)	.	?	-29.4%&-9.7%	9.6&-6.3	-27.5%&1.1%	10.2%&3.4%	-14.3%&-12.1%
